Source: PubChem BioAssay
NIH3T3 HSF-1 reporter: decrease of heat-induced HSF-1 GFP reporter, dose response, NIH3T3 R4 cells, GFP/RFP, cherry-pick, set 3 (AID 493083) | AC50 in µM for hits, for the others activity change, negative = inhibition, % at the top dose, mostly 19.5 µM | hit rate 4% among 2,400 | NIH3T3 R4 HSF-1 GFP reporter, heat shock, 48 h;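 active means compounds lowering signal whose fitted AC50 is at most ten times the top tested dose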;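 further: 0% = neutral control wells and -100% = didemnin B positive control; many of its hits are not listed in these tables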
Active calls of the source: *.

SMILES	NIH3T3 HSF-1 reporter
C[N+]1(CC2COC(c3ccco3)O2)CCCCC1 (stereo unspecified)	-9%
Cc1ccc2c(c1)C1CN(C)CCC1N2C(=O)Nc1cccc(C(F)(F)F)c1 (stereo unspecified)	3%
Cc1ccccc1-n1c(O)c(/C=N/NC(=O)c2ccccc2O)c(=O)[nH]c1=S	-6%
Cc1ccc(N2C(=O)NC(=O)/C(=C/c3cnn(-c4ccc(C)cc4)c3)C2=O)cc1	123%
COc1ccc(CCNCc2ccsc2)cc1OC	4%

Fetched by structure from the list above:
SMILES	NIH3T3 HSF-1 reporter
C[N+]1(CC2COC(c3ccco3)O2)CCCCC1 (stereo unspecified)	-9%
COc1ccc(CCNCc2ccsc2)cc1OC	4%

Part of the list above in order of count of non-hydrogen atoms, largest number first:
SMILES	NIH3T3 HSF-1 reporter
Cc1ccc2c(c1)C1CN(C)CCC1N2C(=O)Nc1cccc(C(F)(F)F)c1 (stereo unspecified)	3%
COc1ccc(CCNCc2ccsc2)cc1OC	4%
C[N+]1(CC2COC(c3ccco3)O2)CCCCC1 (stereo unspecified)	-9%

These rows are one share of the data; count on the stated rates, not on these rows.
